Assay outcomes: PubChem BioAssay, National Center for Advancing Translational Sciences (NCATS)
GPT2 inhibitor – inhibitors of human GPT2 alanine aminotransferase; Recombinant GPT2, coupled pyruvate oxidase/HRP Amplex Red fluorescence; Potency, µM (doses to about 57.7 µM), for the others: top-dose activity change, negative = inhibition, most hits filed as inhibitors; 100,000 compounds, 0.25% hits; further: potency means the concentration at half of the fitted maximal effect; nearly all actives have a fitted effect of over 60% in size; many of its hits are not listed in these tables
Target sequence (Q8TD30 whole entry, looked up): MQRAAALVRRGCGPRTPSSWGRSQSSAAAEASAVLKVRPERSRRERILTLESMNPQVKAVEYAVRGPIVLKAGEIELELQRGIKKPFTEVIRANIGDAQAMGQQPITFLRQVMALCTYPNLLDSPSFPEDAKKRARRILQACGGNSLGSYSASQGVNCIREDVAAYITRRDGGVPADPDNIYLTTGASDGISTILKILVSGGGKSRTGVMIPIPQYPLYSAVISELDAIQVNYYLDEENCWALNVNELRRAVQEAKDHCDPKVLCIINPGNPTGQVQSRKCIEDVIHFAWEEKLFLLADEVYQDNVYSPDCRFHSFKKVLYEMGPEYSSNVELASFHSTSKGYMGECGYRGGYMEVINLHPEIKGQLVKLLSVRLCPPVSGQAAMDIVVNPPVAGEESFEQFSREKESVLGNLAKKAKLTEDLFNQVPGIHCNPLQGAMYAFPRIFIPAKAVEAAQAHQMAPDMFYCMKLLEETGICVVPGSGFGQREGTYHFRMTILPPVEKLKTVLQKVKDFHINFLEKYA
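GPT2 10ng/uL, a-KG 250uM, L-Ala 2mM, HEPES pH7.5 + 0.0001% Tween; 30 min RT. Then Amplex mix (PO/HRP/ThPP), 30 min RT dark, fluorescence. AOA 50uM used as positive control.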
3T3 cytotox – NIH 3T3 cell cytotoxicity; NIH 3T3 viability, CellTiter-Glo ATP luminescence, 48-72 h; Potency, µM (highest dose often 96.7 µM), for the others: top-dose activity change, negative = cytotoxicity, hits mostly inhibitors; 94,000 compounds, 4.3% hits; further: potency means the concentration at half of the fitted maximal effect; nearly all actives have a fitted effect of over 55% in size
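Luminescent ATP readout (CellTiter-Glo, 10 min RT) after 48 or 72 hr compound exposure of NIH 3T3 cells seeded at 400 cells/well in 1536-well format; quantitative HTS.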
SNCA viab count – reduces viability of HEK-293 SNCA reporter cells | AID 1671193 | Potency, µM (highest dose often 57.1 µM), for the others: at the highest dose activity change, negative = cytotoxicity, hits mostly cytotoxic | 150,000 compounds, 0.12% hits | HEK-293-SNCA-luc viability, GF-AFC fluorescence, 24 h;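 further: potency means the concentration at half of the fitted maximal effect; 0% = DMSO-treated cells and -100% = medium-only wells without cells; nearly all actives have a fitted effect of over 30% in size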
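HEK-293-SNCA-luc cells (1500/well) plated 24 h, then exposed 24 h to a dilution series; GF-AFC added 30 min at 37C, fluorescence 405/540 nm; normalised to medium-only and DMSO wells, Hill fit.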
IP6K1 inhibitor – IP6K1 kinase inhibition. 140,000 compounds, 0.81% hits. activity change, % (series mostly up to about 58 µM). IP6K1 kinase, ADP-Glo luminescence, 2 h; active compounds read low; in the data active means activity change below about -25%
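ADP-Glo luminescence measures ADP made by human IP6K1 during a 2 h RT reaction with ATP/IP6 (mix at 1.3 mM/130 uM); top library doses 57.5 and 19.1 uM final.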
Luciferase inh – Photinus pyralis luciferase inhibition; P08659; purified P. pyralis luciferase, luminescence, biochemical; Potency, µM (doses to about 115 µM), inactives show at the top dose activity change, negative = inhibition, hits mostly inhibitors; 76,000 compounds, 2.5% hits; further: potency means the concentration at half of the fitted maximal effect; nearly all actives have a fitted effect of over 65% in size
Target sequence (P08659 whole entry, looked up): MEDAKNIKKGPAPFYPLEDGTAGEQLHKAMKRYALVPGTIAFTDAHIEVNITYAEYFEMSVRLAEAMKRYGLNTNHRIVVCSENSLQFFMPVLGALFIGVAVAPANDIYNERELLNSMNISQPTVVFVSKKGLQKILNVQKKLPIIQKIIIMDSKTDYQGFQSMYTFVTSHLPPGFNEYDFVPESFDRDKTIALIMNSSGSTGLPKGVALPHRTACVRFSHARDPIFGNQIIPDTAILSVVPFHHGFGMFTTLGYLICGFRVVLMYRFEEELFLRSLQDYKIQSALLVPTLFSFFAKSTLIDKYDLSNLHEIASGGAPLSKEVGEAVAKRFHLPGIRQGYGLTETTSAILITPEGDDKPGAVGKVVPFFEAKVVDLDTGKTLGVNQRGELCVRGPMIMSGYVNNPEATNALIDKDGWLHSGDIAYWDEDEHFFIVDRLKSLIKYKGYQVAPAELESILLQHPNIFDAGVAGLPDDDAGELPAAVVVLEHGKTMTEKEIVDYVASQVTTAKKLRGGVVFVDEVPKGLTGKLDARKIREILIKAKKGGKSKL
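Biochemical qHTS: compound (6-point titration) added to 10uM D-luciferin plus 10uM ATP in Tris acetate pH 7.5 buffer with Mg, Tween-20 and BSA, then purified enzyme at 10nM; light output imaged.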
SNCA expr inhib – inhibitors of alpha-synuclein (SNCA) gene expression | HEK-293 SNCA-luciferase knock-in, luminescence, 24 h | Potency, µM (top dose mostly 57.2 µM), for inactives: at the highest dose activity change, negative = inhibition, usual class: inhibitors | 140,000 compounds, 0.17% hits | AID 1671194;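 further: potency means the concentration at half of the fitted maximal effect; plate controls were DMSO cells for no effect and cell-free wells for full effect; nearly all actives have a fitted effect of over 45% in size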
HEK293 tox – cytotoxic compounds in HEK 293 cells; Potency, µM (highest dose often 115 µM), for the others: top-dose activity change, negative = cytotoxicity, actives largely listed as inhibitors; AID 1345083; HEK 293 viability, ATP luminescence (CellTiter-Glo), 48-72 h; 94,000 compounds, 6.6% hits; further: potency means the concentration at half of the fitted maximal effect; nearly all actives have a fitted effect of over 60% in size
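Read-out: CellTiter-Glo ATP luminescence. Cells: HEK 293, 250 cells/well. Exposure: 48 or 72 hr, 37 degree Celsius.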
Active calls of the source: *; i = inactive; ? = inconclusive; / = not tested or not shown; [ ] = another dose, or the depositor's remark. Unless noted, the call rests on the fitted dose curve; in most records, active means well fitted curve in the direction sought with a large enough effect; inconclusive means small, poorly fitted or top-dose-only effect, or another doubt; inactive means no such curve, though single readings can be large; an effect the other way counts as inactive or inconclusive. Unless noted, on the % scale 0 is the no-effect control and ±100 the full control effect.

SMILES	GPT2 inhibitor	3T3 cytotox	SNCA viab count	IP6K1 inhibitor	Luciferase inh	SNCA expr inhib	HEK293 tox
COc1ccc(C(=O)N2CCC(n3cc(-c4nc(C5CC5)no4)nn3)C2)cc1F (stereo not drawn)	i	?	-10%	15	-1%	-10%	?
CCC[C@H]1CN(C(=O)c2cc(C(F)(F)F)ccc2Cl)C[C@@H]1N	i	0%	-1%	21	4%	-14%	1%
CCOc1ccc(CC(=O)Nc2c(C(=O)c3ccccc3)oc3ccc(Cl)cc23)cc1OCC	/	/	-12%	19	/	8%	/
CCn1ncnc1CN1CCC2(CC1)CC(C(=O)O)N(C(C)=O)C2 (stereo not drawn)	3%	-11%	-4%	13	-7%	7%	-6%
Cc1ccc(NC(=O)C2CCCN(c3nnc(C)c4c(C)n(-c5ccccc5)nc34)C2)cc1Cl (stereo not drawn)	/	/	3%	19	/	-13%	/
CCOC(=O)c1cc(-c2ccccc2)n(CCCC(=O)Nc2cccc(C)c2)c1C	/	/	-19%	7	/	?	/
Cc1cc(CNC(=O)C2CCCN(C3CCN(CCc4ccccc4)CC3)C2)on1 (stereo not drawn)	-13%	1%	-13%	11	-1%	-3%	-8%
Cc1nc(C2CC(O)C2)cc(N2CCC(n3c(=O)[nH]c4ccccc43)CC2)n1 (stereo not drawn)	-3%[11.5 µM]	-30%	-12%	34	-7%	9%	?
O=Cc1cccc(N2CCN(C(=O)c3ccncc3)CC2=O)c1	2%	-14%	0%	12	/	-29%	3%
O=C(NCc1cccc(Cl)c1)C1CCc2nnc(-c3cccc(C(F)(F)F)c3)n21 (stereo not drawn)	?	?	-23%	16	/	23%	?
Cc1ccc(-n2ncc3c(N(CCO)Cc4ccccc4)ncnc32)cc1	/	/	1%	19	/	210%[activator]	/
CC1(C)[C@H]2CC[C@@H](CNC(=O)c3ccc(F)cc3)[C@@H]1C2	i	?	1%[87.6 µM]	-3	-10%[172 µM]	15%[87.6 µM]	?
O=C(Cc1cccc(Cl)c1)N1CCCC1C(=O)N1CCCC1c1nc2ccncc2[nH]1 (stereo not drawn)	5%	0%	-7%	-25	/	9%	i
N#Cc1ccc(C(=O)N2CCC(Cc3nc(-c4cccnc4)n[nH]3)C2)cc1 (stereo not drawn)	i	-17%	7%	-9	6%	-11%	1%
Cc1oc(-c2ccccc2F)nc1CS(=O)(=O)CC(=O)N1CCN(c2ccccc2)CC1	/	/	7%	17	/	-9%	/
Cc1cc(C)cc(-c2ccc(CN3C4CCC3CN(C(=O)Nc3ccccc3F)C4)cc2)c1	0%	?	-27%	-3	/	?	?
Cc1ccc(C(=O)N2[C@@H]3CC[C@H]2CC(NC(=O)c2ccncc2)C3)cn1 (stereo partly drawn)	i	-1%	7%	5	-2%	-10%	-16%
Cc1ccc(-c2cn3nc(N4CCCC(C(=O)Nc5ccc(F)cc5)C4)sc3n2)cc1 (stereo not drawn)	/	/	0%	2	/	52%[activator]	/
Cc1nc2ccc(S(=O)(=O)N(C)CC(=O)Nc3cccc(C(F)(F)F)c3)cc2s1	/	/	-6%	-14	/	8%	/
Cc1nnc(-c2ccc(-c3ccc(C(=O)Nc4ccc(O)c(N5CCN(C)CC5)c4)cc3)c(C)c2)o1	4%	/	-40%	-12	/	/	/
CN(Cc1cnc2ccccc2n1)C(=O)Cc1c[nH]c(=O)n(C)c1=O	-5%	-8%	-4%	-1	-20%	6%	?
CCCNC(=O)N[C@H]1C[C@@](O)(C(=O)N[C@H](C)C(N)=O)C[C@@H](O)[C@@H]1O	-8%[88.5 µM]	4%[138 µM]	1%[87.6 µM]	-9	-3%[172 µM]	4%[87.6 µM]	1%[172 µM]
C[C@H]1C[C@@H]2[C@@H]([C@@H](O)C[C@@]3(C)[C@H]2CC[C@]3(O)C(=O)CO)[C@@]2(C)C=CC(=O)C=C12	?	/	-7%	/	/	8%	/
CCn1cc(C(=O)N2CCN(c3ccc(C)cc3)C(C)C2)c(=O)c2cc(S(=O)(=O)N3CCCC3)ccc21 (stereo not drawn)	/	/	-11%	-22	/	?	/

Looked up by structure from the list above, four records:
SMILES	GPT2 inhibitor	3T3 cytotox	SNCA viab count	IP6K1 inhibitor	Luciferase inh	SNCA expr inhib	HEK293 tox
Cc1ccc(C(=O)N2[C@@H]3CC[C@H]2CC(NC(=O)c2ccncc2)C3)cn1 (stereo partly drawn)	i	-1%	7%	5	-2%	-10%	-16%
CCCNC(=O)N[C@H]1C[C@@](O)(C(=O)N[C@H](C)C(N)=O)C[C@@H](O)[C@@H]1O	-8%[88.5 µM]	4%[138 µM]	1%[87.6 µM]	-9	-3%[172 µM]	4%[87.6 µM]	1%[172 µM]
O=C(Cc1cccc(Cl)c1)N1CCCC1C(=O)N1CCCC1c1nc2ccncc2[nH]1 (stereo not drawn)	5%	0%	-7%	-25	/	9%	i
Cc1nnc(-c2ccc(-c3ccc(C(=O)Nc4ccc(O)c(N5CCN(C)CC5)c4)cc3)c(C)c2)o1	4%	/	-40%	-12	/	/	/

(list continues)
SMILES	GPT2 inhibitor	3T3 cytotox	SNCA viab count	IP6K1 inhibitor	Luciferase inh	SNCA expr inhib	HEK293 tox
Cc1cnc(CCNC(=O)c2ccc(C#N)cc2)n1C1CCC1	2%	-8%	8%	2	-5%	-17%	i
Fc1ccc(-c2ccc3ncc(Nc4ccc5c(c4)OCCO5)n3n2)cc1	-15%[88.5 µM]	?	-1%[87.6 µM]	-15	?	14%[87.6 µM]	?
COc1ccc(CN2CCC(N3CCNC3=O)CC2)cc1	?	i	5%[87.6 µM]	-11	/	6%[87.6 µM]	3%[172 µM]
Cc1nnc(SCC2=C(C(=O)O)N3C(=O)[C@@H](NC(=O)Cn4cnnn4)[C@H]3SC2)s1	i	/	-11%	-10	/	5%	/
COc1cccc(CNC(=O)c2cc(Sc3cccc(Cl)c3)nc3ccccc23)c1	/	/	6%	2	/	9%	/
CN1CCc2nc(N3CCc4ccccc4C3)[nH]c(=O)c2CC1	1%	-10%	9%	0	-7%	11%	-7%
Cc1cc(C(=O)N2CCCn3nc(CCC(=O)O)cc3C2)c2c(C)noc2n1	4%	-13%	8%	-1	-3%	32%[activator]	2%
Cc1cccc(C)c1Nc1c(-c2ccccn2)nc2c(C)cccn12	/	/	-32%	9	/	-29%	/
COC(=O)C[C@@H]1C(C(=O)O)=CO[C@@H](O[C@@H]2O[C@H](CO)[C@@H](O)[C@H](O)[C@H]2O)/C1=C\COC(=O)/C=C/c1ccc(O)c(OC)c1	?	/	-4%[23.9 µM]	1	/	/	/
COc1cc2c(cc1OC)C(COc1cc(C)cc(C)c1)N(C(=O)COc1ccccc1)CC2 (stereo not drawn)	/	/	-27%	-4	/	?	/
COc1ccccc1-c1cc(-c2ccccc2OC)c2onc(C)c2n1	-6%[88.5 µM]	-29%[138 µM]	1%[87.6 µM]	-5	1%[172 µM]	11%[87.6 µM]	?
CC1=C(C(=O)NCc2ccc(Cl)cc2)C2(CCC(C)CC2)OC1=O (stereo not drawn)	/	/	0%	13	/	-14%	/
O=C(NCCc1ccccc1)c1ccc2oc(-c3cccnc3)nc2c1	-2%	-17%	6%	3	/	-1%	-15%
COc1ccccc1C1CCN(Cc2cn(-c3ccccc3)nn2)CC1	0%	?	-17%	6	2%	-11%	?
c1ccc(-c2ccc(CNc3nc(-c4ccccn4)nnc3-c3ccccc3)cc2)cc1	-14%	/	-35%	4	/	/	/
COc1ccccc1-c1nnc(C2CCN(C(=O)c3cccc(Cl)c3)CC2)o1	/	/	0%	20	/	39%[activator]	/
O=C(C[C@@H]1CCNC[C@@H]1Cc1cc(-c2ccccc2)on1)NCc1cccnc1	i	3%[174 µM]	0%[87.6 µM]	-9	-5%[172 µM]	3%[87.6 µM]	-15%[172 µM]
Cc1ccc(S(=O)(=O)N2CCC(C(=O)Nc3cc(C)ccc3C)CC2)cc1	/	/	-10%	-22	/	-11%	/
O=C(c1ccco1)N1CCCC(CCc2cccc(F)c2)C1 (stereo not drawn)	-9%	?	8%	-2	-20%	18%	79µM*
O=[S+]([O-])(CCC(F)(F)F)NC1CCN(Cc2cccc(-c3cccs3)c2)CC1	i	22µM*	11%[12.5 µM]	0	/	-2%	?
COCCOCC(=O)N1Cc2ccccc2OC2(CCN(C)CC2)C1	-1%	i	0%	3	-6%	-36%	i
CCc1nc(-c2c3n(c(=O)n(CC(=O)NC4CCCCC4)c2=O)CCCCC3)no1	-8%	i	-8%	9	13%	-12%	14%
COc1cccc(CSc2nc3n(n2)C(c2ccc(C(=O)O)cc2)C(C(=O)Nc2ccccc2)=C(C)N3)c1 (stereo not drawn)	/	/	-12%	25	/	15%	/
Cc1ccc2c(c1)N(C(=O)N1CCC(C(=O)NCc3cccc(Br)c3)CC1)CCO2	/	/	-8%	-102*	/	-36%	/
COc1cc2[nH]c(=O)n(Cc3ccc(C(=O)N4CCN(c5cc(Cl)ccc5C)CC4)cc3)c(=O)c2cc1OC	/	/	8%	-6	/	21%	/
COc1ccccc1-c1noc(-c2ccc(NCC3CCCO3)c([N+](=O)[O-])c2)n1 (stereo not drawn)	/	/	4%	10	/	18%	/
CCOc1ccc(CNC(=O)CC(C)n2nc(C)cc2C)cc1OC (stereo not drawn)	/	/	5%	-3	/	-16%	/
O=C(Cn1nc2c(cc1=O)CCCCC2)Nc1ccc(F)c(Cl)c1	i	i	-15%	0	4%	6%	0%
CCCCN(CCCC)S(=O)(=O)c1ccc(C(=O)Nc2sc3c(c2C(N)=O)CCN(CC)C3)cc1	/	/	7%	2	/	-2%	/
COCCNc1nc2cc(C(=O)N3CC[C@H](CO)[C@@H](O)C3)ccc2n1C	i	-5%	4%	-10	-1%	2%	-8%
Cc1ccccc1C(=O)NC1CCN(c2ccc3nnc(C4CC4)n3n2)C1 (stereo not drawn)	/	-25%	/	7	/	/	5%
COc1c(C)c2c(c(O)c1CC=C(C)CCC(=O)OCCN1CCOCC1)C(=O)OC2	i	/	?	/	/	-24%	/
COc1cccc(CNCCSc2nnnn2C)c1OCc1ccccc1F	/	/	-3%	20	/	38%	/
Cc1nc(-c2ccc(S(=O)(=O)N3CCN(c4cccc(Cl)c4)CC3)cc2)co1	/	/	10%	1	/	-27%	/
Cc1cc(=O)n(CC(=O)Nc2ccc(N(C)C)cc2)c(-c2ccccc2)n1	-19%	?	-16%	6	-2%	-12%	?
CCOC(=O)C1CCCN(C(=O)c2cn3cc(-c4ccccc4)sc3n2)C1 (stereo not drawn)	-20%	?	2%	3	/	6%	?
Cc1cc(C(=O)N2CCC3(CC2)Nc2ccccc2NC3=O)c2ccccc2n1	-5%[11.5 µM]	-7%	5%	-6	-5%	-11%	-15%
Cn1nccc1C(=O)N1CCC2(CC1)OC(=O)N(Cc1ccccc1)C2(C)c1cccnc1 (stereo not drawn)	4%	28µM*	-2%	-12	1%	4%	i
COc1ccc(OC)c(C(O)CNC(=O)CN)c1 (stereo not drawn)	-17%	/	-28%[23.9 µM]	10	/	-13%[25.6 µM]	/

An excerpt; count on the stated rates, not on these rows.
